hK5 inh: inhibitors of human kallikrein 5. Q9Y337. recombinant hK5, fluorogenic AMC substrate cleavage. inhibition, % at 5 µM. actives 0.59% (n = 210,000);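 active = inhibition of 40% or more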;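 note: 0% = enzyme controls without compound and 100% = no-enzyme blanks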
Target sequence (Q9Y337 67-293 limits assumed): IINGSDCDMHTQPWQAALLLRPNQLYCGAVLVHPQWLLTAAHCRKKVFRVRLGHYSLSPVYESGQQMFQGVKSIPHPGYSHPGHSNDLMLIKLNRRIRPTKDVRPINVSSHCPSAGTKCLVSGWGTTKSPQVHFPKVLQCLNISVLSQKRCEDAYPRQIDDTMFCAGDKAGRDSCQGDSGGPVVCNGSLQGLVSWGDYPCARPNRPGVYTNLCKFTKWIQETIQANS
FXIa inh: factor XIa (human) inhibition | P03951 | purified FXIa, Boc-Glu-Ala-Arg-AMC fluorogenic substrate | inhibition, % at 5 µM | actives 0.14% (n = 220,000) | AID 798;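 active = inhibition of at least 40%; inactive = inhibition below 40%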;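 note: fluorescence of freed AMC excited at 355 nm; 0% = enzyme without compound and 100% = no enzyme blank; many of its hits are not listed in these tables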
Target sequence (P03951 19-387 limits assumed): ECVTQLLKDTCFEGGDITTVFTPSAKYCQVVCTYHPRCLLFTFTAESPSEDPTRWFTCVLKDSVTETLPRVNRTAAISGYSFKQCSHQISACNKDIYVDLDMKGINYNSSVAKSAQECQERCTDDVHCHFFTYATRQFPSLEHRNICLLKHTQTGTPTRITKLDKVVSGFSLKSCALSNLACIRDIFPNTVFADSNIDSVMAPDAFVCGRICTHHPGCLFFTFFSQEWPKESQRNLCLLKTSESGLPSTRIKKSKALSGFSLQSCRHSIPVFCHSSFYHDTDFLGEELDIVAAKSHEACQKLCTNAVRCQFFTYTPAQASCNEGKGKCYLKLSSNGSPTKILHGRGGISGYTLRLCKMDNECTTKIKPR
Target sequence (P03951 388-625 limits assumed): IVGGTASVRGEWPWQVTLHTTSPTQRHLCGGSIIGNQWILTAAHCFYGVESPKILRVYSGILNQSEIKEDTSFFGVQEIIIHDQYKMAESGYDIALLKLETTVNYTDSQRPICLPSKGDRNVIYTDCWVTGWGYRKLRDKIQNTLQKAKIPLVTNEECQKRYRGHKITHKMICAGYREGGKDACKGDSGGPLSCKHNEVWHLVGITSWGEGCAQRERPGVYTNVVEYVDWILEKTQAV
Rad51 HR inh: blocks human Rad51 in homologous recombination | actives 0.085% (n = 200,000) | AID 1385 | inhibition, % at 10 µM | hRad51 DNA strand exchange, fluorescence dequenching;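 active = inhibition above 40% at the single screening dose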;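 note: 0% = DMSO control wells and 100% = blanks with heterologous ssDNA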
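Material: Human Rad51 nucleoprotein filaments preassembled on unlabelled ssDNA | Also added: Labelled 47-mer dsDNA for strand exchange | Dosing: Single dose, 10 µM final compound | Schedule: 30-min compound preincubation and 15-min exchange, both room temperature | Technique: Fluorescence dequenching at 485/520 nm | Measure: Percent inhibition relative to plate controls and blanks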
TNF death inh: blocks TNF-alpha induced death of Jurkat FADD-/- cells; Jurkat FADD-/- TNF necroptosis rescue, ATP luminescence, 24 h; 0 = TNF only, 100 = no-TNF cells; activation (protection from cell death), % at 10 µM; actives 0.068% (n = 220,000); AID 463075;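 active = activation, meaning protection from cell death, of at least 50% relative to plate controls; inactive = activation below 50%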;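 note: necroptosis triggered by 40 ng/mL TNF-alpha added together with compound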
KCC2 mod: modulates chloride dependent transport by human KCC2; KCC2 cells, thallium flux FluoZin-2 fluorescence; B-score of Tl+ flux slope (higher = more flux/activation; lower = inhibition) at 10 µM; actives 2.2% (n = 190,000);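 active = thallium flux slope and its plate-corrected score both differing from the plate sample mean at a set confidence after two filtering rounds, in either direction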;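 note: slope of fluorescence scaled to starting intensity during 10 to 20 s after thallium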
FXIIa inh: factor XIIa (human) inhibition; P00748; purified FXIIa, Boc-QGR-AMC fluorogenic substrate, 2 h; inhibition, % at 5 µM; actives 0.3% (n = 220,000); AID 800; in the data active = inhibition above about 40%;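 note: 0% = enzyme with no compound and 100% = blank without enzyme; many of its hits are not listed in these tables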
zVAD death inh: L929 zVAD cell death inhibition; L929 zVAD necroptosis rescue, ATP luminescence, 24 h; with zVAD 60 µM; viability rescue, % at 10 µM; actives 0.38% (n = 220,000); AID 1377;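 active = activation, scaled between plate controls, above about 75%, limit read from the data; inactive = activation under that limit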;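 note: 0% = zVAD with DMSO and 100% = DMSO alone without zVAD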
Hck-Nef inh: human Hck-Nef kinase inhibition; P08631; Recombinant Hck-YEEI plus Nef, Z-Lyte FRET kinase assay; inhibition, % at 20 µM; actives 0.68% (n = 220,000); AID 463187;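 active = Hck-Nef kinase inhibition above about 50%, limit read from the data; inactive = inhibition below that limit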;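 note: 0% = DMSO with Hck plus Nef and 100% = Hck alone without Nef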
thrombin 1536: thrombin (human) inhibition | P00734 | actives 0.26% (n = 220,000) | alpha-thrombin, Boc-VPR-AMC fluorogenic substrate cleavage | inhibition, % at 5 µM;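 active = inhibition at or above 40%; inactive = inhibition below 40%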;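 note: 0% = enzyme with no compound and 100% = wells without enzyme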
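Material: Human alpha-thrombin protein | Buffer or medium: pH 7.5 Tris-saline with Tween 20 | Reagent: Boc-VPR-AMC substrate, 15 µM final | Schedule: Reaction at ambient temperature | Detection: AMC fluorescence at 355 nm excitation and 460 nm emission | Evaluation: Percent inhibition scaled between no-compound controls and no-enzyme blanks | Controls: no-compound enzyme wells and no-enzyme blanks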
An asterisk follows results filed as active; . = no result given. Only part of the results is shown, so the mix of outcomes need not match the whole.

SMILES	hK5 inh	FXIa inh	Rad51 HR inh	TNF death inh	KCC2 mod	FXIIa inh	zVAD death inh	Hck-Nef inh	thrombin 1536
COC(=O)Cn1cnc2ccccc2c1=O	-1	1	12	1.1	0.47	10	0.2	3	0
N#Cc1nc(-c2ccco2)oc1NCc1ccc(F)cc1	-6	3	3	1.3	.	16	0.2	0	1
Cc1ccc(Cl)cc1N1CCN(C(CC(C)C)c2nnnn2CC2CCCO2)CC1 (stereo not drawn)	0	5	3	0.3	0.46	-17	0.9	1	-6
CCN(C(=O)c1ccc(NC(C)=O)cc1)c1ccccc1	20	7	-1	0.3	0.45	10	0.0	1	24
CN(C(=O)CCc1nnc(Cc2ccc(-c3ccccc3)cc2)o1)C1CCOCC1	7	2	1	0.4	-0.083	13	0.3	19	-3
O=C(COc1ccc(C(=S)N2CCOCC2)cc1)Nc1ccccc1C(F)(F)F	17	8	-110	0.2	1.1	24	0.0	-16	-4
Cc1nc2ccc(S(=O)(=O)NCC(=O)N3CCC(C)CC3)cc2s1	7	-4	6	-0.1	.	-19	4.1	0	-4
O=C(COC(=O)CCc1ccc(S(=O)(=O)N2CCCCC2)cc1)Nc1ccc2c(c1)OCO2	14	-7	-7	0.2	-1.7	5	1.6	1	-4
CCOC(=O)N1CCN(C(=O)CN(C2CCCCC2)S(=O)(=O)c2c(C)cc(C)cc2C)CC1	-18	2	-3	-1.7	-1.4	9	-1.0	-21	5
O=C(Nc1ccc(Nc2ccncc2)cc1)c1ccc(Nc2ccnc3ccc([N+](=O)[O-])cc23)cc1[N+](=O)[O-]	-4	-4	21	-7.2	0.8	9	-0.1	-158	4
COc1ccc(CCNC(=O)c2cc(-c3cccs3)on2)cc1OC	-22	6	-12	-12	0.83	17	8.1	1	3
CCOc1ccc(CC(C(N)=O)C(N)=O)cc1	17	-5	8	0.2	0.56	6	0.7	22	-3
CS(=O)(=O)N(CC(=O)NC1CCCCCC1)Cc1ccccc1	6	2	2	-2.5	-0.55	15	0.2	1	2
CC(C)CCNC(=O)C(c1ccco1)N(C(=O)Cn1nnc2ccccc21)c1ccc2c(c1)OCO2 (stereo not drawn)	4	5	2	-1.2	0.12	16	-0.3	-1	2
CCCCC(=O)Nc1cc(NC(=O)CC)ccc1Cl	-9	3	8	-0.4	0.9	9	-0.5	-1	-3

Entries of single compounds, looked up by structure. Values in the order: hK5 inh | FXIa inh | Rad51 HR inh | TNF death inh | KCC2 mod | FXIIa inh | zVAD death inh | Hck-Nef inh | thrombin 1536
`CC(C)CCNC(=O)C(c1ccco1)N(C(=O)Cn1nnc2ccccc21)c1ccc2c(c1)OCO2` (stereo not drawn) across the screens: 4 | 5 | 2 | -1.2 | 0.12 | 16 | -0.3 | -1 | 2
`CS(=O)(=O)N(CC(=O)NC1CCCCCC1)Cc1ccccc1` across the screens: 6 | 2 | 2 | -2.5 | -0.55 | 15 | 0.2 | 1 | 2
`COC(=O)Cn1cnc2ccccc2c1=O` across the screens: -1 | 1 | 12 | 1.1 | 0.47 | 10 | 0.2 | 3 | 0
`O=C(COC(=O)CCc1ccc(S(=O)(=O)N2CCCCC2)cc1)Nc1ccc2c(c1)OCO2` across the screens: 14 | -7 | -7 | 0.2 | -1.7 | 5 | 1.6 | 1 | -4
`Cc1ccc(Cl)cc1N1CCN(C(CC(C)C)c2nnnn2CC2CCCO2)CC1` (stereo not drawn) across the screens: 0 | 5 | 3 | 0.3 | 0.46 | -17 | 0.9 | 1 | -6

Next records:
SMILES	hK5 inh	FXIa inh	Rad51 HR inh	TNF death inh	KCC2 mod	FXIIa inh	zVAD death inh	Hck-Nef inh	thrombin 1536
O=C(Nc1ccccc1N1CCOCC1)C1CCN(S(=O)(=O)c2cccc(C(F)(F)F)c2)CC1	-23	-6	-1	1.6	0.45	2	-0.1	2	-9
CCOC(=O)N1CCN(C(=O)c2ccc3c(SCC(=O)O)c4c(nc3c2)CCC4)CC1	1	7	5	1.2	0.31	-3	-0.1	21	2
CCOc1ncccc1C(=O)OCCN1C(=O)c2ccccc2C1=O	-20	1	-6	-0.3	5.8*	5	1.0	-1	-8
CC1CCCN(C(=S)SCC(=O)O)C1 (stereo not drawn)	-6	6	.	0.3	1.1	11	0.3	-14	1
Cc1nc2ccccc2n1/N=C/c1ccc([N+](=O)[O-])o1	.	.	3	-22	0.22	.	37	3	.
O=c1[nH]c2ccc(S(=O)(=O)NCc3ccccn3)cc2s1	-20	-8	3	1.8	1.3	4	3.9	-1	7
CCOC(=O)N1CCN(C(=O)CCc2nc3sc4c(c3c(=O)[nH]2)CCCC4)CC1	-1	0	.	-1.8	0.3	8	1.9	10	-3
Cc1cc(C)c(-c2cc(NC(=O)CSc3n[nH]c(N)n3)n(-c3ccccc3)n2)cc1C	-18	-8	5	-0.2	0.79	4	-0.2	-1	-10
COc1ccc(-n2c(SCC(N)=O)nc3nc4c(cc3c2=O)COC(C)(C)C4)cc1	25	-2	.	-2.3	0.13	8	-0.1	-1	2
Cc1ccccc1Cn1c(CN2CCN(C(=O)c3ccco3)CC2)nc2c1c(=O)n(C)c(=O)n2C	5	0	6	-0.8	0.47	10	-1.1	0	-4
O=C(CCC(=O)Nc1ccc(F)cc1)N/N=C/c1ccccc1O	-3	0	6	-3.2	-0.64	10	4.3	19	-1
O=C(O)c1ccc(Cn2cc(Cl)cn2)cc1	4	-17	-9	-1.2	-0.22	27	0.0	1	-3
Clc1cccc(C[n+]2cc(-c3ccccc3)n3c2CCC3)c1	-21	6	11	0.0	-0.38	8	0.5	2	-3
O=C(NCCCn1ccnc1)c1cc2ccccc2oc1=O	-12	-3	-8	2.4	0.098	8	0.4	0	-8
O=C(CCCn1c(=O)[nH]c2ccc(Br)cc2c1=O)NCc1ccc(Cl)cc1	21	11	-9	0.7	-1.9	16	-0.2	-2	13
CC(=O)NCCc1nc2ccccc2n1CCOc1ccccc1C	1	-2	-1	1.9	-1	1	-0.4	24	-5
Cc1ccc(N=Cc2cc3c(cc2O)OC(N)=C(C#N)C3c2ccccc2)cc1 (stereo not drawn)	15	12	-332	-4.6	-0.74	3	3.6	5	5
CCCCC(=O)Nc1nnn(CCC)n1	-7	0	11	-1.0	0.68	13	-0.7	4	-5
CCOC(=O)c1cnc(SCC(=O)Nc2cccc(OC)c2)nc1N	1	-3	4	0.0	.	7	0.5	-1	-3
CC1(C)Cc2c(c(N3CCOCC3)nc3sc4c(NCC5CCCO5)nnnc4c23)CS1 (stereo not drawn)	2	17	6	-7.5	-2.6	29	-0.6	1	9
COc1cccc(SCc2noc(C(=O)NCc3ccccc3)c2C(=O)NCc2ccccc2)c1	-1	-4	-7	0.2	-0.1	6	-1.6	26	-4
COCCNC(=O)c1c(N)n(/N=C/c2ccc(F)cc2)c2nc3ccccc3nc12	-8	-3	16	-13	-1.5	-1	2.0	-45	-2
Cc1nc2nc(C)c(CCC(=O)NCCC3=CCCCC3)c(C)n2n1	0	7	-6	-0.6	.	11	-0.2	3	1
CCc1ccc(NC(=O)c2noc3c2CCCCC3)cc1	-3	1	.	4.1	0.63	19	6.3	-3	4
Cc1nn(C(C)(C)C)c(OC(=O)c2cccs2)c1S(=O)(=O)c1ccccc1	-19	-5	-94	3.5	-1.4	3	0.6	1	-4
O=C(c1cc([N+](=O)[O-])ccc1N1CCOCC1)N1CCOCC1	-5	-11	18	0.7	-0.097	-4	-0.2	-3	-8
O=C(CCN1C(=O)c2ccccc2C1=O)NCc1ccncc1	1	1	-1	0.8	0.36	14	-0.5	-4	-2
Cc1[nH]ccc(=O)c1OCc1c(Cl)cccc1Cl	1	1	-3	-0.5	.	12	0.3	0	2
CCOC(=O)/C(=C/c1ccc(Cl)cc1)NC(=O)c1ccco1	-16	0	4	2.0	0.15	2	2.4	3	-4
COc1cc(C(=O)NCc2cn3ccccc3n2)cc(OC)c1OC	-9	-3	-5	0.2	0.27	1	-0.1	9	-9
COCc1nnc(NC(=O)c2ccc3c(c2)OCO3)s1	-6	-2	-6	1.1	0.29	-3	1.0	21	.
COc1cccc(C2C(C#N)=C(N)OC3=C2C(=O)CC(c2ccco2)C3)c1OCc1ccc(F)cc1 (stereo not drawn)	7	-1	-5	-1.4	.	14	-0.5	6	0
O=C1NCCN(Cc2ccc(Cl)c(F)c2)C1CC(=O)N1CCCCO1 (stereo not drawn)	-1	-4	-5	0.8	.	-1	0.8	18	-11
COC(=O)c1cccc(Cn2nc(C)c([N+](=O)[O-])c2C)c1	-16	-5	20	0.9	-0.58	0	2.2	5	-1
Cc1ccc2nc(-c3ccc(NC(=O)Cc4cccs4)cc3)[nH]c2c1	-5	-5	-4	2.9	0.22	-6	4.6	25	-4
CCOc1ccc(NC(=O)Cc2ccccc2)cc1	-3	11	.	4.5	0.52	17	.	-11	-1
COc1ccc(-c2n[nH]c(C)c2-c2cc(OC)ccc2O)cc1	-5	-7	4	0.2	0.38	7	-0.5	1	-1
CCOC(=O)c1cc(NC(=O)N(C(C)C)C(C)C)c(C)nc1C	-8	3	1	0.3	0.11	16	0.4	0	1
NS(=O)(=O)c1ccc(CNS(=O)(=O)c2cc(Cl)ccc2Cl)cc1	-1	0	9	1.2	1.7	11	0.4	28	1
FC(F)Oc1ccc(-c2c[n+]3c(n2-c2ccccc2)CCCCC3)cc1	0	1	20	-1.4	1.2	3	0.2	11	0
Cc1cc(C)cc(OC2CCCCC2NS(=O)(=O)c2ccccc2)c1 (stereo not drawn)	-25	-2	3	2.4	-0.2	3	3.4	3	-9

An excerpt from further up, for reference:
SMILES	hK5 inh	FXIa inh	Rad51 HR inh	TNF death inh	KCC2 mod	FXIIa inh	zVAD death inh	Hck-Nef inh	thrombin 1536
Cc1ccc2nc(-c3ccc(NC(=O)Cc4cccs4)cc3)[nH]c2c1	-5	-5	-4	2.9	0.22	-6	4.6	25	-4
CCOc1ccc(NC(=O)Cc2ccccc2)cc1	-3	11	.	4.5	0.52	17	.	-11	-1
COc1ccc(-c2n[nH]c(C)c2-c2cc(OC)ccc2O)cc1	-5	-7	4	0.2	0.38	7	-0.5	1	-1
CCOC(=O)c1cc(NC(=O)N(C(C)C)C(C)C)c(C)nc1C	-8	3	1	0.3	0.11	16	0.4	0	1
NS(=O)(=O)c1ccc(CNS(=O)(=O)c2cc(Cl)ccc2Cl)cc1	-1	0	9	1.2	1.7	11	0.4	28	1
FC(F)Oc1ccc(-c2c[n+]3c(n2-c2ccccc2)CCCCC3)cc1	0	1	20	-1.4	1.2	3	0.2	11	0
Cc1cc(C)cc(OC2CCCCC2NS(=O)(=O)c2ccccc2)c1 (stereo not drawn)	-25	-2	3	2.4	-0.2	3	3.4	3	-9
